TAAR1 antag: antagonists of human TAAR1. Q96RJ0. 360,000 tested, 1.5% active. inhibition, % at 3 µM. CHO RD-HGA16 TAAR1, Fluo-8 calcium fluorescence, antagonist;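 active = inhibition above a per-plate cutoff, the mean inhibition of test compounds on that plate plus 3 SD, cut at about 49% in these data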;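 note: 0% = DMSO plus EC80 beta-PEA response and 100% = DMSO alone without agonist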
Target sequence (Q96RJ0 whole entry, looked up): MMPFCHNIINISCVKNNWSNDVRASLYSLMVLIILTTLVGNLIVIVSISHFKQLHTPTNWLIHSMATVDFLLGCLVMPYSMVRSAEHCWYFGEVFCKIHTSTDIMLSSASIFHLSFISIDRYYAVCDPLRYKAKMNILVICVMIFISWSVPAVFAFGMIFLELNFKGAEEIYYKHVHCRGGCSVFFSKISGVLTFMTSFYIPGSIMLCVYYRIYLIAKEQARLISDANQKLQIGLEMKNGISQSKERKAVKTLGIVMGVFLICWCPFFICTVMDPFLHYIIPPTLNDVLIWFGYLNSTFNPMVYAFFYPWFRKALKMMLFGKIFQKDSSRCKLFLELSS
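test system = CHO RD-HGA16 cells bearing hTAAR1 | replication = singlicate | controls = DMSO-only wells and EC80 β-PEA-stimulated wells | reagent = EC80 β-phenethylamine stimulus | read-out basis = percent inhibition of PEA-evoked calcium signal, max/basal emission ratio | schedule = seeding 17-24 h prior, 75-min 37 °C, 30-min RT dye loading | signal = kinetic Fluo-8 calcium fluorescence measurement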
M1 PAM parental: nonselective activator or artifact in parental CHO-K1 calcium assay | ATP EC20, Fluo-8 calcium fluorescence; 0% at ATP EC20, 100% at ATP max | activation, % at 3 µM | 360,000 tested, 0.02% active | AID 602247;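 active = activation above the run cutoff, the mean activation of all test compounds plus 3 SD, cut at about 40% in these data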;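 note: peak over basal fluorescence ratio in a 140 s read after ATP addition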
TAAR1 agonist: human TAAR1 agonism; CHO RD-HGA16 TAAR1, Fluo-8 calcium fluorescence; vehicle wells 0%, saturating PEA agonist 100%; activation, % at 3 µM; 360,000 tested, 0.99% active;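 active = activation above the mean activation of all test compounds in the run plus 3 SD, cut at about 38% in these data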
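Test system: RD-HGA16 (CHO) cells co-expressing Gα16 and hTAAR1 / Benchmarks: DMSO vehicle as 0%, PEA at EC100 as 100% / Repeats: no replicates (n 1) / Measure: % activation from peak over basal fluorescence ratio, DMSO-to-PEA scaled / Timing: 17-24 h plating, Fluo-8 75 min 37 °C, 30 min RT / Technique: kinetic Fluo-8 calcium fluorescence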
CHO-K1 Ca antag: nonselective inhibitor or artifact in parental CHO-K1 cells. inhibition, % at 3 µM. 360,000 tested, 0.6% active. ATP-induced calcium, Fluo-8 fluorescence. AID 602250;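 active = inhibition above a per-plate cutoff, the plate's mean sample inhibition plus 3 SD, cut at about 24% in these data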;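 note: 0% = DMSO plus EC80 ATP and 100% = DMSO alone without ATP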
CHO-K1 Ca ag: counter-screen for M1 agonists: effect in parental CHO-K1 cells; Fluo-8 calcium fluorescence; scaled to maximal ATP response, vehicle zero; activation, % at 3 µM; 360,000 tested, 0.48% active; in the data active = activation above about 15%;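 note: untransfected CHO-K1 host cells lacking M1 receptor as counterscreen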
* = called active by the depositor; / = not tested or not shown. A portion of the library, so the mix of outcomes need not match the whole.

1. CC1(C(=O)NCc2ccccc2)CN(S(C)(=O)=O)CC(=O)N1CCc1ccccc1F (configuration not stated)
2. C[C@H](O)[C@@H]1C(=O)N2CCc3c([nH]c4cccc(-c5ccccc5)c34)[C@@H]2C[C@@H]1N(C)C(=O)c1ccco1
3. COC(=O)[C@@]12C[C@@H](CC(=O)NCc3ccc(OC)c(OC)c3)C(=O)N(Cc3ccco3)C1=CCC(C)(C)C2
4. N#Cc1cccnc1N1CCN(C(C(=O)NC2CCCC2)c2ccco2)CC1 (configuration not stated)
5. O=C(NCc1ccccc1)C(c1ccc(F)cc1)N1CCN(CCN2CCOCC2)CC1 (configuration not stated)
6. COc1ccccc1N1CCN(C2C(=O)Nc3ccccc3-n3nnnc32)CC1 (configuration not stated)
7. C=CCN1C[C@H](COC(=O)CSc2ccccc2)Oc2cccc(F)c2S1(=O)=O
8. CCOC(=O)[C@]12CCCC=C1N(CCc1ccc(OC)c(OC)c1)C(=O)[C@H](CC(=O)NCc1ccccc1)C2
assay / entry	1	2	3	4	5	6	7	8
M1 PAM parental	/	/	/	/	/	/	/	/
TAAR1 agonist	11.0	-0.1	-0.9	9.9	1.7	20.1	2.3	8.0
CHO-K1 Ca antag	/	/	/	/	/	/	/	/
CHO-K1 Ca ag	/	/	/	/	/	/	/	/
TAAR1 antag	-9.3	4.8	-39.3	-21.5	-14.0	-10.5	28.3	6.2

Looked up above:
#5 – TAAR1 agonist = 1.7
#8 – TAAR1 agonist = 8.0

Record cards, as listed above. Screens in order: M1 PAM parental | TAAR1 agonist | CHO-K1 Ca antag | CHO-K1 Ca ag | TAAR1 antag
O=C(NCc1ccccc1)C(c1ccc(F)cc1)N1CCN(CCN2CCOCC2)CC1 (configuration not stated) across the screens: / | 1.7 | / | / | -14.0
C=CCN1C[C@H](COC(=O)CSc2ccccc2)Oc2cccc(F)c2S1(=O)=O across the screens: / | 2.3 | / | / | 28.3

(list continues)
9. O=C1Nc2ccccc2-n2nnnc2C1N1CCN(C(=O)C2CCCO2)CC1 (configuration not stated)
10. COCCNC(=S)N(C)[C@H]1C[C@H]2c3[nH]c4ccccc4c3CCN2C(=O)[C@H]1[C@H](C)O
11. CCN(CC)C(=O)c1ncn2c1C(=O)N[C@@H](C)C2
12. CC(C)NC(=O)C1(C)CSCC(=O)N1Cc1ccco1 (configuration not stated)
13. C=CCCC1CN(CC=C)S(=O)(=O)c2c(F)cccc2O1 (configuration not stated)
14. COC(=O)C1=C(C)N(Cc2ccccc2C(F)(F)F)C(=NCc2ccccc2C(F)(F)F)NC1c1ccc(F)cc1 (configuration not stated)
15. O=C(C(=O)N1CCC(CNC(=O)C2COc3ccccc3O2)CC1)c1cccs1 (configuration not stated)
16. CC1(C(=O)NCc2ccccc2)CN(S(C)(=O)=O)CC(=O)N1Cc1ccco1 (configuration not stated)
17. COc1cccc(CNC(=O)[C@@H]2CCCN2C(=O)[C@H]2CCCCN2C(=O)c2cccc3ccccc23)c1
18. Nc1nc2ccccc2cc1C(=O)NCc1ccc(Cl)cc1Cl
assay / entry	9	10	11	12	13	14	15	16	17	18
M1 PAM parental	/	/	/	/	/	/	/	/	-0.9	3.2
TAAR1 agonist	0.6	2.4	1.4	1.6	1.5	-0.9	1.1	1.4	/	/
CHO-K1 Ca antag	/	/	/	/	/	/	/	/	6.0	16.5
CHO-K1 Ca ag	/	/	/	/	/	/	/	/	5.8	12.0
TAAR1 antag	15.6	-20.5	-7.2	-4.2	-10.4	-23.6	5.7	4.5	/	/

Part of the list above, field by field:
(11) CCN(CC)C(=O)c1ncn2c1C(=O)N[C@@H](C)C2
  M1 PAM parental: /; TAAR1 agonist: 1.4; CHO-K1 Ca antag: /; CHO-K1 Ca ag: /; TAAR1 antag: -7.2

(12) CC(C)NC(=O)C1(C)CSCC(=O)N1Cc1ccco1 (configuration not stated)
  M1 PAM parental: /; TAAR1 agonist: 1.6; CHO-K1 Ca antag: /; CHO-K1 Ca ag: /; TAAR1 antag: -4.2

(13) C=CCCC1CN(CC=C)S(=O)(=O)c2c(F)cccc2O1 (configuration not stated)
  M1 PAM parental: /; TAAR1 agonist: 1.5; CHO-K1 Ca antag: /; CHO-K1 Ca ag: /; TAAR1 antag: -10.4

(14) COC(=O)C1=C(C)N(Cc2ccccc2C(F)(F)F)C(=NCc2ccccc2C(F)(F)F)NC1c1ccc(F)cc1 (configuration not stated)
  M1 PAM parental: /; TAAR1 agonist: -0.9; CHO-K1 Ca antag: /; CHO-K1 Ca ag: /; TAAR1 antag: -23.6

Screens (PubChem)
